E coli Lon inh: inhibitors of E. coli Lon protease, primary screen, biochemical, fluorescence polarization. P0A9M0. purified E. coli Lon protease. inhibition, % at 7.94 µM. 360,000 tested, 0.42% active; in the data active means inhibition above about 13%, passing the limit was not always enough;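 further: 0% = enzyme with probe and DMSO and 100% = no enzyme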
MsrA act: bovine MsrA enzyme activators, primary screen, biochemical, absorbance, HTS. Methionine sulfoxide reductase A (Bos taurus). purified bovine MsrA, absorbance read-out. activation, % at 10.6 µM. 360,000 tested, 0.3% active. AID 602163, 2012; in the data active means activation above about 7.5%;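 further: 0% = vehicle and 100% = reference activator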
LMPTP inh: LMPTP phosphatase inhibitors, primary screen, biochemical, fluorescence intensity, uHTS. 360,000 tested, 0.22% active. inhibition, % at 20 µM. AID 651560, 2012. Low molecular weight phosphotyrosine protein phosphatase (Homo sapiens), P24666. recombinant LMPTP-A, OMFP fluorogenic substrate;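 active means compounds that cut the enzyme signal by at least half of the control window in the single-dose screen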;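 further: plate controls were DMSO wells with enzyme plus substrate for no effect and substrate without enzyme for full effect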
Target sequence (P24666 whole entry, looked up): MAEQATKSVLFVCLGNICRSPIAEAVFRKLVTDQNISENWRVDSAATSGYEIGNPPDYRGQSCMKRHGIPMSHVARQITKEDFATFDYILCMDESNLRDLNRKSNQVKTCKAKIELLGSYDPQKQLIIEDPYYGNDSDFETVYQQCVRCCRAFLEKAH
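Assay system: LMPTP-A enzyme. Input: 0.625 nM LMPTP-A final. Probe or stimulus: 400 µM OMFP. Compound dosing: single 20 µM dose. Schedule: 50 min dark incubation at room temperature. Detection: fluorescence intensity of OMFP turnover product. Read-out: percent inhibition versus substrate-only and uninhibited controls. Benchmarks: no-enzyme low control, uninhibited high control.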
STEP block: STEP phosphatase inhibitors, primary screen, biochemical, fluorescence intensity, uHTS | Tyrosine-protein phosphatase non-receptor type 5 (Homo sapiens), P54829 | recombinant STEP, OMFP fluorogenic substrate | inhibition, % at 20 µM | 360,000 tested, 0.25% active | AID 588621, 2011;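 active means inhibition at 20 µM, scaled per plate between control wells, above about 37%, limit read from the data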;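 further: 0% = DMSO with enzyme and substrate and 100% = substrate only without enzyme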
Target sequence (P54829 whole entry, looked up): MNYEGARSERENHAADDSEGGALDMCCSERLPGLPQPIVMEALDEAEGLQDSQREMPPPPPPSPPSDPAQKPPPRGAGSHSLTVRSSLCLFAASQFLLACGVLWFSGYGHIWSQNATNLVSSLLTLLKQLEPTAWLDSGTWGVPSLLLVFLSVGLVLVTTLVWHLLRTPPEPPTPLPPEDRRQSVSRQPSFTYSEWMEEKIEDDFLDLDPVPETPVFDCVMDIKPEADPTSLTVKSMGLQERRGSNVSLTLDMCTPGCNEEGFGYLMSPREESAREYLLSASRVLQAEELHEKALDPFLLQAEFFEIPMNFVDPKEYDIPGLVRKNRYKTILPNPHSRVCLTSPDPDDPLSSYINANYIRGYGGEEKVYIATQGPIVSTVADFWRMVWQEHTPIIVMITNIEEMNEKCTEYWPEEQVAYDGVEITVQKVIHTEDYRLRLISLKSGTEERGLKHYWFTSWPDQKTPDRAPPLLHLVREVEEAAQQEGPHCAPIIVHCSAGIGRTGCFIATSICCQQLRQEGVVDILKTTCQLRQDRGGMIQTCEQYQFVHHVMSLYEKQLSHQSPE
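Material: STEP (striatal-enriched tyrosine phosphatase) enzyme, cell-free; Compound dosing: 20 µM single dose in 1% DMSO; Technique: fluorescence read at 480 nm ex / 540 nm em; Times: reaction 20 min, ambient temperature; Medium: 50 mM Bis-Tris pH 6.0 with 2.5 mM DTT and 0.005% Tween 20; Also added: OMFP at 25 µM.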
Scp1 inh: Scp-1 phosphatase inhibitors, primary screen, biochemical, colorimetric, uHTS; inhibition, % at 20 µM; Recombinant Scp1, phosphopeptide, malachite green phosphate absorbance; AID 493091, 2011; 340,000 tested, 0.88% active; Carboxy-terminal domain RNA polymerase II polypeptide A small phosphatase 1 (Homo …;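 active means inhibition above about 50% at 20 µM, limit read from the data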;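 further: plate controls were DMSO wells with enzyme for no effect and wells lacking enzyme for full effect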
Target sequence (Q9GZU7 76-261 limits assumed): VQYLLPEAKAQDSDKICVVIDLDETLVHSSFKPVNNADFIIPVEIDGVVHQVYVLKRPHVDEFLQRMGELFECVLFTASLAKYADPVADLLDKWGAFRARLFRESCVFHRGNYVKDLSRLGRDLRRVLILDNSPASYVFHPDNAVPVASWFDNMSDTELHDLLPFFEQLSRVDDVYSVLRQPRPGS
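System: truncated SCP-1 phosphatase (76-261aa); medium: Tris acetate buffer pH 5.5 with MgCl2 and Tween-20; incubation: 45 min room-temperature reaction, 5 min colour, 30 min stabiliser; compound: single 20 µM dose, 1% DMSO; reagent: Phosphorylated 17-residue peptide substrate; read-out: % inhibition at 20 µM; technique: colorimetric free-phosphate detection, absorbance 630 nm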
MsrA inhibitor: bovine MsrA enzyme inhibitors, primary screen, biochemical, absorbance, HTS; Methionine sulfoxide reductase A (Bos taurus); purified bovine MsrA, absorbance read-out; inhibition, % at 15.5 µM; 360,000 tested, 0.75% active; AID 651718, 2012; in the data active means inhibition above about 4.5%;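 further: 0% = vehicle wells with enzyme and 100% = reference inhibitor wells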
DNMT1 inh: human DNMT1 methyltransferase inhibitors, primary screen, biochemical, molecular beacon, fluorescence, HinP1I cleavage, uHTS; AID 588458, 2011; inhibition (reported as % activation of signal), % at 10 µM; 360,000 tested, 0.83% active; in the data active means inhibition above about 50%
Tb MetRS inh: T. brucei MetRS inhibitors, primary screen, biochemical, luminescence; methionyl-tRNA synthetase (Trypanosoma brucei brucei); inhibition, % at 11.9 µM; 360,000 tested, 0.4% active; purified T. brucei MetRS, ATP depletion, Kinase-Glo luminescence;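 active means inhibition above a per-plate cutoff of the control wells' mean inhibition plus 3 SD, cut at about 5.5% in these data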;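 further: 0% = DMSO wells median and 100% = median of wells with control inhibitor compound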
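System: purified T. brucei MetRS enzyme / Detection: Kinase-Glo luciferase luminescence reporting remaining unconsumed ATP / Medium: HEPES buffer with MgCl2, KCl, DTT, spermine, BSA, pyrophosphatase / Replication: singlicate, one well per compound / Evaluation: percent inhibition relative to median high and low control wells / Schedule: 2 h aminoacylation at 25 °C after 15 min preincubation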
CendR NRP1 mod: modulators of CendR peptide binding to NRP-1, primary screen, biochemical, fluorescence polarization, uHTS. 360,000 tested, 0.85% active. FAM-RPARPAR peptide binding to NRP-1. inhibition, % at 25 µM;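 active means inhibition or corrected inhibition above about 18%, plus a signal ratio from 0.5 to 1.5, limit read from the data, passing the limit was not always enough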; further: strong numbers were not always called active
SUMO1 PPI mod: modulators of SUMO1 protein-protein interactions, primary screen, biochemical, uHTS | 360,000 tested, 0.33% active | Small ubiquitin-related modifier 1 (Homo sapiens), P63165 | AID 602429, 2012 | SUMO1 binding to a labelled peptide, TR-FRET, 1 h | inhibition, % at 20 µM; in the data active means inhibition above about 37%
Target sequence (P63165 whole entry, looked up): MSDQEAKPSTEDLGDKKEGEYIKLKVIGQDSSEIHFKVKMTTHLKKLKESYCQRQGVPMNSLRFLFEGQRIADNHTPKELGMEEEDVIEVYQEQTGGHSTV
Numbers without * were called inactive; · = no result given.

SMILES	E coli Lon inh	MsrA act	LMPTP inh	STEP block	Scp1 inh	MsrA inhibitor	DNMT1 inh	Tb MetRS inh	CendR NRP1 mod	SUMO1 PPI mod
CCC(C)N1C(=O)/C(=C/c2c(NCCCOC(C)C)nc3c(C)cccn3c2=O)SC1=S (centres undefined)	-241	-9	10	-68	-14	-1.2	6	-0.6	137	-38
Cc1nn(Cc2ccc(Cl)cc2)c(C)c1NC(=O)c1cc(-c2ccc3c(c2)OCO3)on1	3	4	3.2	0	-1	-0.5	39	-0.9	-10	1
CCOc1ccc(NC(=O)CC2C(=O)NCCN2C(=O)Nc2ccccc2)cc1 (centres undefined)	2	-2	-1.5	-2	-2	1.4	-2	-0.4	-6	-3
COc1ccc(NC(=O)C(C/C=C(/C)Cl)C(C)=O)cc1 (centres undefined)	4	-12	-0.9	-3	0	-0.1	3	-0.6	-5	1
COc1ccc(CNC(=O)C2CC(C)=CCC2C(=O)O)cc1 (centres undefined)	-6	-4	-0.6	1	-13	-0.6	0	-0.6	-10	-2
CCCCS(=O)(=O)N1CCN(S(=O)(=O)c2cccs2)CC1	2	-2	-0.7	-2	-7	-0.6	3	0.1	20	-1
O=C1CC(=O)N(Cc2ccco2)C(=S)N1	-159	-7	51*	83*	93*	·	111*	1.2	-162	69*
Oc1cccc(C=NN=C2c3ccccc3-c3ccccc32)c1	2	-4	2.5	1	-3	1.5	-38	-0.5	5	-10
O=C(CCCc1nc2ccccc2s1)N1CCN(c2ccccc2)CC1	21	-5	-1.4	-2	-5	-0.6	-1	-0.7	-17	4
CCCCOc1ccc(C(C)NC(=O)CCS(=O)(=O)Cc2ccc(Cl)cc2)cc1 (centres undefined)	0	-1	-1.3	0	-5	-0.7	21	0.5	-7	-4
CN(C)c1ccc(C(=S)N2CCN(c3ccc([N+](=O)[O-])cc3)CC2)cc1	-3	-3	4.5	18	-4	0.5	-4	-0.4	-2	-8
C/C(=N\N1CCN(c2ccc(Cl)cc2)CC1)c1cccc([N+](=O)[O-])c1	3	-4	1.2	1	-4	0.8	-2	-0.2	8	-9
COc1cc(Cl)c(C)cc1NC(=O)CSc1nc2ccccc2o1	-4	-4	0.9	0	-1	-0.8	-3	-0.2	-16	-1
CC(NC(=O)c1cccnc1)C(=O)O (centres undefined)	-7	-6	0.2	-2	1	0.8	-1	-0.4	8	1
CC(O)CC(C(=O)NNc1ccccc1)C(=O)NNc1ccccc1 (centres undefined)	-6	-1	0.9	0	-8	-0.6	1	-0.6	-4	2
Cc1ccc(SCCC(=O)NC(C(C)C)C(C)C)cc1	-1	-1	-0.5	-4	-5	-0.1	2	-0.4	0	1
COc1ccc(Nc2nc(-c3cc4cccc(OC)c4oc3=O)cs2)cc1	0	-10	1.0	1	-3	-1.1	9	-0.8	-4	2
CCn1c(CN2CCN(C(=O)c3ccco3)CC2)nc2c1c(=O)n(C)c(=O)n2C	6	0	2.1	1	-8	-0.1	-1	-0.3	3	5
Cc1c(NC(=O)c2cnn3c2NC(c2ccc(Br)cc2)CC3C(F)(F)F)c(=O)n(-c2ccccc2)n1C (centres undefined)	-3	0	-0.1	1	8	-0.1	-4	-1.8	16	-3
O=C(c1ccccc1)N1N=C(c2ccc(F)cc2)CC1c1ccc(F)cc1 (centres undefined)	-6	0	0.5	0	8	-0.2	0	-0.5	11	3
O=C(NCC(=O)N1CCCCC1)c1ccc(Cl)cc1Cl	-4	-9	0.5	2	0	0.5	4	-0.5	-15	2
COC(c1ccccc1)c1nnc(CCC(=O)N(C)CCOc2ccccc2)o1 (centres undefined)	8	-4	-0.8	0	5	1.1	-1	0.1	6	2
Cc1n(C)c2cc(Cl)ccc2[n+]1Cc1ccccc1	5	-8	0.3	1	16	-0.5	-1	-0.8	11	-2
O=C(Oc1ccc(-c2nnco2)cc1)c1ccc(Br)o1	0	-6	-1.8	0	1	-1.2	1	-0.3	7	-2
COc1ccc(N2C(=O)CSC23C(=O)N2c4c(cccc43)C(C)=CC2(C)C)cc1 (centres undefined)	-1	-9	0.4	1	-6	0.7	0	-0.8	-9	3
COc1ccc(C2/C(=C(/O)c3ccccc3)C(=O)C(=O)N2CCN2CCOCC2)c(OC)c1 (centres undefined)	-8	-3	0.2	-6	0	0.8	-5	-0.6	-7	4
O=C(c1cccc(Br)c1)N1CCN(c2cnn(-c3ccccc3)c(=O)c2Cl)CC1	1	-1	-0.1	1	4	1.8	1	-0.1	12	-13
COc1cccc(C2CCCN2Cc2nc(-c3cnccn3)no2)c1 (centres undefined)	2	-2	-1.3	-2	-3	0.3	0	-0.1	-20	-6
Cc1ccc(NC(=O)CCc2c(C)nn(-c3ccc(N4CCOCC4)nn3)c2C)cc1F	-4	-3	0.3	0	-2	-0.2	1	-0.2	6	7
Fc1cccc(Cl)c1Cn1nnc(-c2ccc3c(c2)OCO3)n1	8	-3	2.8	1	-13	2.1	-2	-0.3	19	-1
CCN(CCCCCN(C)C)Cc1cc2ccccc2o1	-7	-4	-4.2	-4	-5	0.0	0	-0.3	-1	-2
CCN1CCCC1CNC(=O)c1cc2c(-c3ccc(Cl)cc3)nn(C)c2s1 (centres undefined)	-7	-1	1.3	0	18	·	18	0.3	-3	-10
CC(C)OC(=O)NC(Nc1ccccc1C(=O)O)(C(F)(F)F)C(F)(F)F	-1	-1	-3.0	1	6	-0.1	2	-0.2	7	-1
O=C(N/N=C/c1cccnc1)C1CCCN(S(=O)(=O)c2ccccc2)C1 (centres undefined)	-10	-1	-0.6	-5	-2	1.2	2	-0.6	13	-6
NC(=O)c1oc2ccccc2c1NC(=O)c1nc2ccccc2s1	-12	-2	0.7	4	-4	0.9	42	-0.8	24*	-5
Cc1ccsc1C(=O)OCC(=O)c1cc2ccccc2o1	1	-3	1.1	3	-13	-0.3	-11	0.6	-18	-16

Some of the entries so far, as labelled records:
CCCCS(=O)(=O)N1CCN(S(=O)(=O)c2cccs2)CC1
  E coli Lon inh: 2
  MsrA act: -2
  LMPTP inh: -0.7
  STEP block: -2
  Scp1 inh: -7
  MsrA inhibitor: -0.6
  DNMT1 inh: 3
  Tb MetRS inh: 0.1
  CendR NRP1 mod: 20
  SUMO1 PPI mod: -1

CCn1c(CN2CCN(C(=O)c3ccco3)CC2)nc2c1c(=O)n(C)c(=O)n2C
  E coli Lon inh: 6
  MsrA act: 0
  LMPTP inh: 2.1
  STEP block: 1
  Scp1 inh: -8
  MsrA inhibitor: -0.1
  DNMT1 inh: -1
  Tb MetRS inh: -0.3
  CendR NRP1 mod: 3
  SUMO1 PPI mod: 5

COc1cccc(C2CCCN2Cc2nc(-c3cnccn3)no2)c1 (centres undefined)
  E coli Lon inh: 2
  MsrA act: -2
  LMPTP inh: -1.3
  STEP block: -2
  Scp1 inh: -3
  MsrA inhibitor: 0.3
  DNMT1 inh: 0
  Tb MetRS inh: -0.1
  CendR NRP1 mod: -20
  SUMO1 PPI mod: -6

New compounds follow.
SMILES	E coli Lon inh	MsrA act	LMPTP inh	STEP block	Scp1 inh	MsrA inhibitor	DNMT1 inh	Tb MetRS inh	CendR NRP1 mod	SUMO1 PPI mod
CCN(CC)S(=O)(=O)c1ccc(C)c(NC(=O)CNCc2ccccc2OC)c1	3	0	-1.0	0	1	-0.2	-1	-0.8	2	-3
O=C(NC1CCN(C(=O)NCc2ccccc2)CC1)c1ccccc1	5	-3	-1.2	-3	-7	0.7	0	0.5	1	1
Cn1cncc1C#Cc1c(C=O)[nH]c2ccccc12	-13	-6	0.5	0	-6	4.2	0	-0.4	-16	-18
COc1ccc(NC(=O)CN(c2ccc(OC)cc2)S(=O)(=O)c2c(C)nn(C)c2C)cc1	-4	-10	0.7	-1	4	-0.6	2	-0.9	-3	2
CC(C)Cc1nnc(NC(=O)CCC(=O)N2CC(C)CC(C)C2)s1 (centres undefined)	3	-1	0.7	-2	-11	0.1	-2	-0.1	1	-4
Cc1ccc(OCCn2c(CCCO)nc3ccccc32)cc1	-3	-1	2.4	-3	-3	0.3	0	0.9	-8	-4
CCN(CC)CCCN1C=C2C(=O)C(C)(OC(=O)C3CCCC3)C(=O)C=C2C=C1c1ccsc1 (centres undefined)	5	-4	5.3	5	-3	1.7	-20	-0.4	2	-18
Cn1c(Cc2ccccc2)nnc1SCC(=O)Nc1ccc(N2CCOCC2)cc1	0	-2	2.1	1	-5	0.9	0	0.1	7	3
Cc1cc(NS(=O)(=O)c2ccc(NC(=O)CSc3nc4sc(C)c(C)c4c(=O)[nH]3)cc2)no1	15	-8	-0.4	-3	-17	-0.9	0	-0.7	-31	26
Cc1cc(C(=O)N/N=C/c2ccc([N+](=O)[O-])s2)n[nH]1	-2	4	-1.3	2	-4	3.3	-6	0.4	10	-28
c1ccc(Cc2nc3ccccc3n2Cc2ccccc2)cc1	-4	-1	2.5	9	3	-0.3	-6	-0.7	21	1
NNC(=O)c1ccc(Cn2cc(Cl)cn2)cc1	-2	-4	-2.2	2	1	-0.1	3	0.4	2	2
CC1(C)CC(=O)C(CC2CCCCC2=O)C(=O)C1 (centres undefined)	-16	-1	0.2	-2	-3	1.5	3	-0.2	2	1
COc1ccc(NC(=O)Nc2ccc3c(c2)C(=O)N([C@H](C)CO)C[C@H](C)[C@@H](CN(C)S(C)(=O)=O)O3)cc1	1	-1	0.9	0	-2	0.6	-1	-0.1	14	6
CC[C@]12c3[nH]c4ccc(OC)cc4c3CCN1C(=O)C(CC(=O)NCc1ccc(OC)c(OC)c1)C[C@@H]2C(=O)N1CCN(C(=O)C2CC2)CC1 (some centres undefined)	-11	-2	-1.2	1	7	0.2	4	0.5	7	-3
O=C(CSc1n[nH]c(-c2ccncc2)n1)c1ccccc1	1	-2	-1.1	2	-2	1.2	-1	-0.1	-2	3
Cc1ccc(S(=O)(=O)N(C)CC(=O)OCC(=O)N2CCCC2=O)cc1	7	-8	-1.3	-1	-7	0.9	2	-0.5	11	-2
O=[N+]([O-])c1ccc(Nc2ccc(N3CCOCC3)cc2)c([N+](=O)[O-])c1	0	-11	1.4	5	7	1.0	18	-1.4	3	-33
C=CCC(C#Cc1ccccc1)N(C)C (centres undefined)	3	-3	-2.4	-4	-15	1.0	1	-1.1	12	5
